# Source: PubChem
# PrPC surface inh = inhibitors of human cell surface prion protein PrPC, primary screen, cell-based, TR-FRET | 370,000 tested, 0.43% active | TR-FRET read-out | inhibition, % at 13.8 µM | Major prion protein (Homo sapiens), P04156 | AID 720596, 2013; in the data active = inhibition above about 24%; also: 0% = median of the test wells and 100% = reference compound wells
# MazEF act = activators of E. coli MazEF toxin-antitoxin RNase, primary screen, biochemical, fluorescence, uHTS; 350,000 tested, 0.32% active; activation, % at 20 µM; AID 504720, 2011; FAM/BHQ RNA-DNA oligo cleavage fluorescence, 5 h; in the data active = activation above about 50%
# Target sequence (P0AE70 whole entry, looked up): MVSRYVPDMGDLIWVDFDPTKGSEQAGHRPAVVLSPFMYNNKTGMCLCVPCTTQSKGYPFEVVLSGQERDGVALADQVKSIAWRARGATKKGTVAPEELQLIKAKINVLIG
# BoNT-A LC inh2 = BoNT/A light chain protease inhibitors, primary screen, biochemical, flow cytometry, MLPCN library | 360,000 tested, 0.17% active | Botulinum neurotoxin type A light chain protease (Clostridium botulinum A str. ATCC 3502) | multiplex microsphere protease substrate cleavage | inhibition, % at 10 µM; also: plate controls were buffer without enzyme for full effect and enzyme alone for no effect
# PriA SSB inh = inhibitors of Klebsiella pneumoniae PriA binding to SSB C-terminal tail, primary screen, biochemical, AlphaScreen | PriA–SSB C-terminal tail interaction (Klebsiella pneumoniae) | AlphaScreen SSBct-PriA binding, biotinylated peptide | inhibition, % at 33 µM | 430,000 tested, 0.6% active | AID 1272365, 2023; in the data active = inhibition mostly above about 37%, no sharp cut-off; inactive = mostly below about 20%;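 also: plate controls were negative control peptide for no effect and reference peptide for full effect; strong numbers were not always called active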
# Anthrax LF inh2 = Bacillus anthracis LF protease inhibitors, primary screen, biochemical, multiplex microsphere, MLPCN library; multiplex microsphere protease cleavage assay; 360,000 tested, 0.12% active; Lethal factor (Bacillus anthracis), P15917; inhibition, % at 10 µM; also: plate controls were buffer without enzyme for full effect and enzyme alone for no effect
# Target sequence (P15917 whole entry, looked up): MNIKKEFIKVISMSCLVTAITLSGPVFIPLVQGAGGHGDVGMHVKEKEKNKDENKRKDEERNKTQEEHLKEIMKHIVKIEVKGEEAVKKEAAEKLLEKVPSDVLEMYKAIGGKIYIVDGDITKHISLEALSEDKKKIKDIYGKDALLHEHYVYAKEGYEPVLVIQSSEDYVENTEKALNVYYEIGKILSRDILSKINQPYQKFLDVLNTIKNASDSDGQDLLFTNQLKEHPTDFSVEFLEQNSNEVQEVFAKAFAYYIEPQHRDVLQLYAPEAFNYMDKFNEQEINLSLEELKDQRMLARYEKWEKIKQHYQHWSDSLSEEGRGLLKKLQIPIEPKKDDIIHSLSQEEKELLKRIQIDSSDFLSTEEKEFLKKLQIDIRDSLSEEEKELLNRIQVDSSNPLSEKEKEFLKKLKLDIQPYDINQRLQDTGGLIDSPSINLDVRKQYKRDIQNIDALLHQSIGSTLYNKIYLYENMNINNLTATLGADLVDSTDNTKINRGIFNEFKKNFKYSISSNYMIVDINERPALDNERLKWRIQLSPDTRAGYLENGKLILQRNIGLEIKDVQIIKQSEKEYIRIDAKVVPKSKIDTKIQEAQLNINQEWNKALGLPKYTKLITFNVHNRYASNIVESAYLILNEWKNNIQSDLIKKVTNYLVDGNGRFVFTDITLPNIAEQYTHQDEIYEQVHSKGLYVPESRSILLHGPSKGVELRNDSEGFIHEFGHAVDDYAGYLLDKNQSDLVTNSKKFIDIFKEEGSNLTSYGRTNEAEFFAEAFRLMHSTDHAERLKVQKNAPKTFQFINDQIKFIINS
# CCHF vOTU inh = CCHFV vOTU protease inhibitors, primary screen, biochemical, Pep-AMC substrate, fluorescence; 370,000 tested, 0.55% active; inhibition, % at 11.5 µM; AID 651958, 2012; in the data active = inhibition above about 30%; also: 0% = vehicle wells with enzyme and 100% = no enzyme wells
# DUSP3 inh = VHR1 phosphatase inhibitors, primary screen, biochemical, absorbance, uHTS. Dual specificity protein phosphatase 3 (Homo sapiens), P51452. recombinant VHR phosphatase, pNPP absorbance. inhibition, % at 13.3 µM. 290,000 tested, 0.52% active. AID 1654, 2009; in the data active = inhibition above about 50%; also: some compounds called inactive have numbers as strong as hits
# Target sequence (P51452 whole entry, looked up): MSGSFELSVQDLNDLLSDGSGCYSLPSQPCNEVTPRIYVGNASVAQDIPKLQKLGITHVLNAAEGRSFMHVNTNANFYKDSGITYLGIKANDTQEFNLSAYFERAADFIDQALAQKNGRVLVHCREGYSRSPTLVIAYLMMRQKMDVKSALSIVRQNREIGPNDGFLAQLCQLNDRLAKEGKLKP
# SARS 3CLpro inh = SARS-CoV 3CLpro protease inhibitors, primary screen, biochemical, quenched FRET | Replicase polyprotein 1ab (Severe acute respiratory syndrome coronavirus), P0C6X7 | 290,000 tested, 0.14% active | recombinant SARS-CoV 3CLpro, quenched FRET peptide cleavage | inhibition, % at 6 µM; in the data active = inhibition above about 12%
# Rv3671c protease = Rv3671c serine protease inhibitors, primary screen, biochemical, fluorescence polarization, M. tuberculosis H37Rv. P9WHR9. inhibition, % at 5.96 µM. 320,000 tested, 0.048% active. AID 2606, 2010; in the data active = inhibition above about 38%;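 also: extracellular domain of Rv3671c used as enzyme; 0% = enzyme with DMSO and 100% = no enzyme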
# BoNT F protease = BoNT/F light chain protease inhibitors, primary screen, biochemical, flow cytometry, MLPCN library; 360,000 tested, 0.22% active; inhibition, % at 10 µM; Multiplex microsphere protease cleavage assay; in the data active = inhibition above about 35%, passing the limit was not always enough; inconclusive = no clear call, values can overlap the other calls; also: plate controls were buffer without enzyme for full effect and enzyme alone for no effect
# The depositor's hits bear a star; i = inactive; ? = inconclusive; / = not tested or not shown; & = joins results of further samples. Rule as the data show it, unless noted: active = inhibition above about 30%; inconclusive = no clear call, values can overlap the other calls; inactive = below that. Not all compounds are listed; rates above refer to the full screens.
SMILES,PrPC surface inh,MazEF act,BoNT-A LC inh2,PriA SSB inh,Anthrax LF inh2,CCHF vOTU inh,DUSP3 inh,SARS 3CLpro inh,Rv3671c protease,BoNT F protease
O=C(NCCN1C(=O)S/C(=C\c2ccccc2)C1=O)c1cc(S(=O)(=O)N2CCOCC2)c(Cl)cc1Cl,8,7,-0.1,-23,0,12,13,5,-27,0
Cc1ccc(NC(=O)Nc2nnc(-c3ccncc3)s2)cc1C,-4,4,-1.0,-16,-2,10,92,6,-5,-7
COC(=O)c1ccc(CSc2nnc(Nc3ccc(C)cc3)s2)o1,-5,-4,-1.3,2,-5,7,15,6,-3,1
O=C1C2ON(c3ccccc3)C(c3ccncc3)C2C(=O)N1c1ccc(N2CCOCC2)cc1 (centres undefined),4,8,0.1,80,-7,1,-12,1,-5,-1
O=C(c1ccco1)[C@@H]1[C@@H]2C(=O)N(c3ccccc3)C(=O)[C@@H]2C2c3ccccc3C=CN21 (some centres undefined),-3,-7,1.8,23,-1,96*,5,-1,-57,-13
Cc1ccc(C(c2ccc(C)c(C)c2)C(O)C2OC(=O)C(O)C2O)cc1C (centres undefined),-6,4,0.3,-1,5,1,/,/,/,-2
COc1ccc(N(CC(=O)Nc2cccc(C)c2)S(=O)(=O)c2c(C)n[nH]c2C)cc1,-6,3,0.8,-10,1,0,-3,-5,-12,2
CSc1nsc(/C=C/Nc2ccc(O)cc2C)c1C#N,1,-37,2.2,37,-1,17,9,2,24,-12
NS(=O)(=O)c1ccc(N2CCCCCC2)c([N+](=O)[O-])c1,4,1,-0.1,-5,-7,10,2,0,0,3
COCCN1C=C2C(=O)C(C)(OC(=O)C3CCCC3)C(=O)C(c3ccccc3)=C2C=C1CCCC(=O)OC (centres undefined),-12,-15,0.2,0,2,34*,22,/,-27,1
COc1ccc(CC(=O)OCC(=O)N(CC(C)C)c2c(N)n(Cc3ccccc3)c(=O)[nH]c2=O)cc1,6,-6,/,-9,/,-4,/,/,-8,/
CCCCN(CC)Cc1ccc(CNC(=O)Nc2ccccc2)o1,-6,11,-0.1,-3,-5,-13,29,1,-1,-9
COC(=O)c1ccc(CSc2nnc(CNC(=O)c3ccccc3F)o2)o1,6,-3,-0.1,9,-1,-2,-10,-5,2,-7
Cc1cccc(NC(=O)CNC(=O)COC(=O)CCS(=O)(=O)c2ccccc2)c1C,6,7,-1.7,-4,-1,-7,-7,1,8,-4
CCc1nnc(SC(C)C(=O)Nc2nccs2)n1C (centres undefined),-5,2,-3.0,-14,-6,23,19,-2,0,-4
Cc1nc2ccc(NC(=O)c3cccc(S(=O)(=O)N4CCOCC4)c3)cc2s1,6,1,0.1,-11,5,-5,/,/,-1,5
Cc1ccc(S(=O)(=O)N2CC(C)C(=O)CC2C)cc1 (centres undefined),-3,0,0.7,5,2,8,8,-2,-2,0
O=C(Nc1ccc(OCC(=O)N2CCC(Cc3ccccc3)CC2)cc1)c1ccco1,6,3,/,3,/,-3,-1,3,-1,/
CC1=NN(C(N)=S)C(=O)C1N=Nc1c(Br)cc(Br)cc1Br (centres undefined),-13,8,-3.3,16,-4,6,0,5,6,1
C[C@H](CO)N1C[C@H](C)[C@@H](CN(C)C(=O)NC2CCCCC2)Oc2ncc(Br)cc2C1=O,-3,6,-0.2,/,-2,-6,/,/,/,4
CCN(CC(=O)NCc1cccs1)c1nnnn1-c1ccccc1,-2,5,-0.3,-17,-3,-6,19,2,-2,-8
COc1ccc(S(=O)(=O)NCC2CCCN(C(=O)c3cccnc3C)C2)cc1 (centres undefined),-1,-12,-0.7,-9,-4,-10,-18,2,4,0
CCOC(=O)C(NCc1ccccc1OC)(NC(C)=O)C(F)(F)F (centres undefined),2,7,-0.2,-16,2,8,13,1,-11,2
CCOC(=O)[C@@H]1[C@H]2COc3cc(OC)ccc3[C@H]2N2C(=O)N(c3ccc(C)cc3)C(=O)[C@]12C,3,4,-0.5,6,2,9,/,/,-4,0
COc1ccc(S(=O)(=O)Nc2ccc3c(c2)C(=O)N([C@H](C)CO)C[C@H](C)[C@@H](CN(C)S(=O)(=O)c2c(C)noc2C)O3)cc1,2,3,0.1,-2,4,3,/,/,9,-6
SMILES,PrPC surface inh,MazEF act,BoNT-A LC inh2,PriA SSB inh,Anthrax LF inh2,CCHF vOTU inh,DUSP3 inh,SARS 3CLpro inh,Rv3671c protease,BoNT F protease
Cc1cc(C)n2ncc(C(=O)Nc3ccc4c(c3)OCO4)c2n1,0,17,0.0,-8,-1,2,-2,2,2,-7
CC(Oc1ccc(Cl)cc1)c1ccnc(N)n1 (centres undefined),2,-6,2.5,-10,6,2,12,2,1,10
CN(C(=O)COC(=O)c1ccc(Cl)c(N)c1)c1ccccc1,7,-4,-0.7,-24,-16,1,25,3,8,6
O=S1(=O)C[C@H](N2CCN(CCO)CC2)[C@@H](COCc2ccccc2)N1,5,/,0.3,/,0,5,/,/,/,-7
Cn1c(C(=O)NCCCN2CCOCC2)cc2c(=O)n(C)c3ccccc3c21,1,5,-0.6,-1,1,-7,8,-5,-8,-10
CCOc1cccc(CN2CCCC(CNC(=O)c3cccc(OC)c3OC)C2)c1 (centres undefined),-13,2,-2.9,-2,6,10,-23,3,4,-8
O=C(N/N=C/c1ccccc1)c1ccc(CN2C(=O)c3cccc4cccc2c34)cc1,-4,-2,0.8,/,0,-3,5,1,-32,-2
CC(C)CCn1cnc2c(cnn2-c2ccc(F)cc2)c1=O,0,-13,-0.3,5,-3,-2,17,5,-4,0
COc1ccc(N=C2SC(CC(=O)Nc3ccccc3OC)C(=O)N2Cc2ccco2)cc1 (centres undefined),3,0,-0.5,-1,-3,-12,0,10,-9,-5
CC(=O)c1sc(N2CCOCC2)nc1-c1ccccc1,-9,1,0.5,-2,-8,-2,13,-5,9,9
CCc1ccc(OCC(O)CN2CCN(c3ccccn3)CC2)cc1 (centres undefined),-6,6,-0.9,-8,-3,-15,6,3,-2,-22
COc1ccc(NC(=O)N(C)C[C@H]2Oc3ccc(NC(=O)Cc4ccccc4)cc3C(=O)N([C@H](C)CO)C[C@@H]2C)cc1,4,-4,-0.2,-8,2,-8,/,/,2,-4
CSc1ncnc2c1ncn2CCCNCc1ccco1,6,1,0.0,/,3,8,/,/,/,-5
Cc1cc(C(=O)OCC(=O)Nc2ncc(C(F)(F)F)cc2Cl)c(C)o1,0,-1,0.8,-3,1,17,-2,-2,-5,3
Cc1ccc2c(c1)N(C(=O)CCC(=O)NCCCN1CCC(Cc3ccccc3)CC1)CCO2,-15,20,0.4,1,-12,-1,13,-7,2,-19
O=C(O)c1ccc2c(c1)C1C=CCC1C(c1ccncc1)N2 (centres undefined),2,-3,-1.4,-4,-3,-1,7,-4,-2,-4
Cc1ccc(OC(=O)c2ccc(S(=O)(=O)N(C)C)cc2)c(-n2nc3ccccc3n2)c1,7,-4,-0.5,-42,-4,7,2,9,-4,-5
COc1cc2[nH]c(C(=O)N3CCN(c4ccc(F)cc4)CC3)cc2c(OC)c1OC,0,0,-2.9,-6,2,15,-15,0,9,-30
O=C(CCSc1nnc2ccccn12)Nc1ccc2c(c1)OCO2,2,-9,0.8,-7,-6,12,2,2,5,-1
CSc1ccc(S(=O)(=O)N2CCC(C(=O)NCCc3ccccc3)CC2)cc1,-1,12,1.6,-8,17,-5,1,3,/,?
COc1ccc(NC(=O)c2sc3nc(C)cc(C)c3c2N)cc1,-4,7,3.1,-15,11,-11,-4,-5,-2,-14
COc1cccc(C(=O)NNC(=O)C(=O)Nc2ccc(C)cc2)c1,-3,7,1.0,0,2,1,36,-1,-4,4
CCOc1ccccc1CN1CCN(Cc2nc3c(s2)CCCC3)CC1CCO (centres undefined),0,5,0.7,4,0,6,8,1,1,-1
Cc1cc(C)n(C(=O)/C(C#N)=N\Nc2ccccc2[N+](=O)[O-])n1,-5,6,-1.3,/,-4,12,21,1,5,-6
Nc1ncnc2c1CCC2,-5,-9,0.6,-16&-1&-16,-7,21,6,-1,-4,3
SMILES,PrPC surface inh,MazEF act,BoNT-A LC inh2,PriA SSB inh,Anthrax LF inh2,CCHF vOTU inh,DUSP3 inh,SARS 3CLpro inh,Rv3671c protease,BoNT F protease
COc1ccc(/C=N/NC(=O)CSCC(=O)Nc2ccccc2)cc1,-2,11,?,i,-6,-7,1,1,-4,?
CC(=O)N(C(C)=O)S(=O)(=O)c1ccc(N=NN2CCOCC2)cc1,11,6,-0.6,8,-2,-9,-2,1,-12,-14
Cc1noc(C)c1COc1ccc(CC(=O)NCCc2ccccn2)cc1,0,6,-1.6,-1,-3,6,15,0,-3,-6
COc1cccc(C2CC(c3ccc(NS(C)(=O)=O)cc3)=NN2C(=O)c2ccccc2)c1OC (centres undefined),9,3,-0.9,3,0,1,8,4,-1,2
COc1ccc(/C=C2\Oc3ccccc3C2=O)cc1,4,-3,0.4,6,2,-48,/,/,-5,-4
O=[N+]([O-])c1ccc(-c2ccccc2)c([As](=O)(O)O)c1,-9,9,-4.5,-4,3,-3,27,-5,-3,12
CCS(=O)(=O)c1ccc(-c2cccc(NC(=O)COc3ccccc3)c2)nn1,-6,1,0.3,-7,3,-8,25,2,-5,3
CC1CCC/C(=N\NC(=S)Nc2ccccc2)C1 (centres undefined),5,-5,-0.7,/,-2,-1,-2,1,-15,-5
Cc1cccn2c(=O)c3cc(C#N)c(=O)n(-c4c(C)n(C)n(-c5ccccc5)c4=O)c3nc12,-18,-6,0.8,-8,19,6,21,2,4,3
CCN(Cc1nc(-c2ccc(OC)cc2)no1)C(=O)c1ccc2c(c1)OCO2,-3,-6,2.8,-2,-4,11,38,2,6,1
COc1ccc(C(=O)OCC(=O)NCc2ccco2)cc1S(=O)(=O)N1CCN(c2cccc(Cl)c2)CC1,6,-12,0.4,6,-6,26,27,3,-22,-15
O=C(CSc1nc2cc(S(=O)(=O)N3CCOCC3)ccc2o1)NC1CCCc2ccccc21 (centres undefined),-10,-9,0.2,9,-1,-22,43,6,-3,3
CCOC(=O)C1CCN(C(=O)CS(=O)(=O)Cc2nc(-c3ccccc3Cl)oc2C)CC1,-2,4,-0.4,-3,-3,-1,9,-2,-5,-8
CCN(Cc1ccccc1)C(=O)CN1C(=O)NC(CC)(c2ccc(F)cc2)C1=O (centres undefined),7,1,2.3,4,-2,13,26,7,-8,15
CC1=C/C(=C\c2ccc(Br)o2)C(=O)O1,0,0,-0.1,0,0,-2,28,-4,-2,2

# 2 of the compounds above, bar-delimited.
canonical_smiles | PrPC surface inh | MazEF act | BoNT-A LC inh2 | PriA SSB inh | Anthrax LF inh2 | CCHF vOTU inh | DUSP3 inh | SARS 3CLpro inh | Rv3671c protease | BoNT F protease
Cc1ccc(NC(=O)Nc2nnc(-c3ccncc3)s2)cc1C | -4 | 4 | -1.0 | -16 | -2 | 10 | 92 | 6 | -5 | -7
COC(=O)c1ccc(CSc2nnc(Nc3ccc(C)cc3)s2)o1 | -5 | -4 | -1.3 | 2 | -5 | 7 | 15 | 6 | -3 | 1

# Entries above with a thiophene ring, fused or not:
SMILES,PrPC surface inh,MazEF act,BoNT-A LC inh2,PriA SSB inh,Anthrax LF inh2,CCHF vOTU inh,DUSP3 inh,SARS 3CLpro inh,Rv3671c protease,BoNT F protease
CCN(CC(=O)NCc1cccs1)c1nnnn1-c1ccccc1,-2,5,-0.3,-17,-3,-6,19,2,-2,-8
COc1ccc(NC(=O)c2sc3nc(C)cc(C)c3c2N)cc1,-4,7,3.1,-15,11,-11,-4,-5,-2,-14
